Screening results from PubChem.
SENP8 block = blocks human SENP8 cleavage of Nedd8 substrate; 0.64% of 360,000 active; inhibition, % at 20 µM; recombinant SENP8, Nedd8 substrate fluorescence; Q96LD8; in the data active = inhibition mostly above about 40%, no sharp cut-off; inactive = mostly below about 27%
Target sequence (Q96LD8 whole entry, looked up): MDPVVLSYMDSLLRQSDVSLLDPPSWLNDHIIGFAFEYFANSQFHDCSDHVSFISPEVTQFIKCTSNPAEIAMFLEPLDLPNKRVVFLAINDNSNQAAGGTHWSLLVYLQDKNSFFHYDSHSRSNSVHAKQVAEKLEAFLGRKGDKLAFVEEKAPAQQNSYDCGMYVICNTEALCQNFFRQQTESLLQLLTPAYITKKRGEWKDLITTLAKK
NR3A LBD binder = modulators (binders) of human NR3A ligand-binding domain; NR3A LBD differential scanning fluorimetry, Tm shift; 0% = protein alone, 100% = glycine-bound protein; Tm shift relative to glycine control, % at 25 µM; 2.5% of 340,000 active; AID 1259313;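 active = melting temperature shift of at least 10% of the positive control shift, at one fixed dose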
PfG6PD inh = PfG6PD (Plasmodium falciparum) enzyme inhibition | AID 504690 | inhibition, % at 20 µM | PfGluPho enzyme, NADPH resazurin-diaphorase fluorescence | 0.78% of 350,000 active;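 active = inhibition reaching at least a set limit at 20 µM in the primary screen, cut at about 59% in these data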;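 also: 0% = DMSO wells with substrate and 100% = DMSO wells lacking glucose-6-phosphate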
MPTP block = permeability transition pore inhibition | inhibition, % at 10 µM | AID 602449 | 1.4% of 360,000 active | isolated mouse mitochondria, Ca2+ swelling absorbance, 30 min;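 active = inhibition of 50% or more, scaled per plate between neutral and stimulator controls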;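 also: 0% = DMSO wells given calcium and 100% = 1 mM EGTA wells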
HKDC1 inh = inhibitors of human hexokinase HKDC1 | recombinant HKDC1, G6PDH/diaphorase resazurin coupled fluorescence | 0.16% of 340,000 active | inhibition, % at 20 µM | Q2TB90;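 active = inhibition above about 35% when tested at 20 µM, limit read from the data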;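 also: plate controls were DMSO wells with enzyme for no effect and DMSO wells lacking enzyme for full effect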
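Test system: recombinant HKDC1 (HK5) hexokinase enzyme, produced in-house; Amount: enzyme 5 µg/mL final; Buffer or medium: Tris pH 8.0 buffer with MgCl2, Tween-20, BSA, BME; Reagent: glucose and ATP substrates; Doses: 20 µM test compound, 1% DMSO; Incubation: 90 min reaction incubation at room temperature, dark; Detection: resorufin fluorescence at 613 nm.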
ATG4B inh = ATG4B (human) cysteine protease inhibition. Q9Y4P1. ATG4B cleavage of LC3-PLA2, NBD-HPC fluorescence, 1 h. inhibition, % at 8.33 µM. 0.51% of 340,000 active; in the data active = inhibition above about 40%
Target sequence (Q9Y4P1 whole entry, looked up): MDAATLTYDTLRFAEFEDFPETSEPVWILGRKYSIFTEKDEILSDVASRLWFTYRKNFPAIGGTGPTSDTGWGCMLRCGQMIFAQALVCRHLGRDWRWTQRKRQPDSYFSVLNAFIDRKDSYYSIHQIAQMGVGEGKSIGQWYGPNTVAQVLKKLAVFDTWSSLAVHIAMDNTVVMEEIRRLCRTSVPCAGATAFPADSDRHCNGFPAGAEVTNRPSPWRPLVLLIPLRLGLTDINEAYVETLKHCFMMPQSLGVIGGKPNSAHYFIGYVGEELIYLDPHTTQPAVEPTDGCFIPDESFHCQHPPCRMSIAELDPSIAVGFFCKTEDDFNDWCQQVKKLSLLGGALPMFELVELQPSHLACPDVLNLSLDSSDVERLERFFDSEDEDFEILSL
SENP7 inh = SENP7 protease inhibition; Q9BQF6; recombinant SENP7, Z-RLRGG-aminoluciferin luminescence, 40 min; inhibition, % at 5 µM; 1.5% of 330,000 active; AID 434973;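 active = inhibition above about 50% at the single test dose, limit read from the data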;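 also: plate controls were DMSO with enzyme for no effect and no enzyme buffer wells for full effect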
SENP6 block = SENP6 protease inhibition; inhibition, % at 10 µM; AID 2599; 1.8% of 330,000 active; Recombinant SENP6 catalytic domain, aminoluciferin luminescence; Q9GZR1;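 active = inhibition above about 50% at the single tested dose, limit read from the data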;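 also: plate controls were DMSO wells with enzyme for no effect and DMSO wells lacking enzyme for full effect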
Target sequence (Q9GZR1 628-1112 limits assumed): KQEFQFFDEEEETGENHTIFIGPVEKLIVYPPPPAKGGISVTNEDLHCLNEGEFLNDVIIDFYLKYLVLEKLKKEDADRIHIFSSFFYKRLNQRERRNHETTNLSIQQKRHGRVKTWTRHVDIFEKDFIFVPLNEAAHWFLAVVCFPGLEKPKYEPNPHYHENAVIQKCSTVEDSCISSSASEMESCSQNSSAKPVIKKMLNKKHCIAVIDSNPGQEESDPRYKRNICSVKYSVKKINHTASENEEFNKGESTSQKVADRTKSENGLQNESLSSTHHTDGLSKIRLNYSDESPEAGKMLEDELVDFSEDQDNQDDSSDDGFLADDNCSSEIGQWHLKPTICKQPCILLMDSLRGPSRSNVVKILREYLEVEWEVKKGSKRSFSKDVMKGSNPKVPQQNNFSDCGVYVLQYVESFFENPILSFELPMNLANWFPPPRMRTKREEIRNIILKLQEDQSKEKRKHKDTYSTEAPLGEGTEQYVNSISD
Numbers without * were called inactive; / = no result given.

SMILES	SENP8 block	NR3A LBD binder	PfG6PD inh	MPTP block	HKDC1 inh	ATG4B inh	SENP7 inh	SENP6 block
CCNc1nc(NCC)n2c(SCC(=O)Nc3ccc(C(F)(F)F)cc3[N+](=O)[O-])nnc2n1	5	0	6	1.2	-4	6	3	9
CCSC1=C(C#N)C(c2ccccc2Cl)CC(=O)N1 (configuration not stated)	18	2	5	1.3	-2	1	-5	-16
CC1CCCN(C(=O)C23CCC(C)(C(=O)C2)C3(C)C)C1 (configuration not stated)	0	-6	-2	7.6	-10	-2	1	4
COc1ccc(CCNC(=O)CCC(=O)N2CC(C)Oc3ccccc32)cc1OC (configuration not stated)	12	-2	-12	-1.0	-6	2	-10	-10
COc1ccc(C2CC(c3ccccc3)=NN2c2ccc(N)cc2)cc1 (configuration not stated)	-436	-5	16	73*	0	5	11	15
CSc1nc(-c2ccccc2)nc(NC(C)=O)c1C(C)=O	-3	-1	-10	0.5	-11	-2	2	-17
CCOc1ccc(C(=O)Nc2cccc(-n3cnnn3)c2)cc1OCC	4	-3	-7	1.2	0	-5	-9	-12
O=C(Cc1coc2ccc3ccccc3c12)NCc1cccs1	-1	-3	-18	-0.8	-8	3	0	-14
FC(F)(F)C1=CC(c2ccccc2)=NCCN1	18	-1	-14	1.1	-2	10	4	-18
COc1ccc(C(=O)c2nc3c(n2O)CCCCC3)cc1	9	0	8	-0.9	-5	-1	4	12
CCOC(=O)N1CCN(C(=O)COCc2cc(-c3ccc4c(c3)OCO4)on2)CC1	14	-8	-8	0.1	-4	-9	-3	17
CCN1C(=O)[C@H]2[C@H]3CN=C(SCc4ccc(C(=O)OC)cc4)N3[C@@](Cc3ccccc3)(C(=O)OC)[C@H]2C1=O	-10	0	17	5.6	-4	-11	4	/
O=C(NNC(=O)c1cccs1)c1ccc([N+](=O)[O-])cc1	/	-1	-2	/	4	-5	-9	-32
CN(C)S(=O)(=O)c1ccc(C(=O)Nc2nc3ccccc3[nH]2)cc1	-15	0	9	0.2	-4	-6	1	-18
Cc1ccc(CSCc2ccc(C(=O)O)o2)cc1	4	0	-23	-0.5	-1	-2	-2	-11
COc1cccc(NC(=O)C2CCN(S(=O)(=O)c3ccc4[nH]c(=O)ccc4c3)CC2)c1	-53	1	-18	-2.1	-1	-16	-5	-14
Cc1cccc(NC(=O)C2CC(=O)N/C(=N/N=C/c3ccco3)S2)c1 (configuration not stated)	11	7	-6	0.4	-5	1	3	1
CN(CC(=O)Nc1ccc(F)cc1[N+](=O)[O-])Cc1ccccc1	17	1	9	-1.5	2	-7	2	-11
CCOc1ccc(-c2[nH]ncc2-c2csc(C)n2)c(O)c1	3	-21	2	2.2	-3	1	0	-3
O=C(CSc1n[nH]c(=O)n1C1CC1)c1ccc(F)cc1	18	0	13	2.3	-4	6	1	-19
Cc1occc1-c1nnc(SCC(=O)N2CC(=O)Nc3ccccc32)n1CC(C)C	-9	0	1	-3.3	3	-12	5	-4
CCN1CCN(c2nc3c(C)cccn3c(=O)c2/C=C(\C#N)S(=O)(=O)c2ccc(Cl)cc2)CC1	-94	-8	11	3.6	3	37	6	-6
C#CCOCCOCCOCCNc1nc(N2CCN(C(=O)[C@H](CCC(=O)O)n3cc([C@@H](N)[C@H](C)CC)nn3)CC2)nc(N2CCN(C(=O)[C@H](CCC(=O)O)n3cc([C@@H](N)CC(N)=O)nn3)CC2)n1	4	1	6	-0.2	-2	-8	5	-7
Oc1ccc2ccccc2c1/C=N/c1nccs1	-26	2	21	1.2	37*	-3	5	1
C=CCNC(=O)/C(C#N)=C/c1ccc(OS(=O)(=O)c2ccc(C)cc2)c(OC)c1	6	-7	17	0.0	4	5	/	/
CCOc1ccc(-n2c(SC(C)C(=O)OC)nc3c(c2=O)SCC3)cc1 (configuration not stated)	12	2	11	0.4	-6	46*	5	3
CCN(CC)c1ccc(NC(=O)CCN2C(=O)c3ccccc3S2(=O)=O)c(C)c1	16	1	7	-1.2	1	-8	-4	-5
O=C(COc1cc(Cl)ccc1Cl)Nc1nnc(CC(=O)N2CCOCC2)s1	-8	-3	-2	-0.5	3	-12	9	5
CN(C)S(=O)(=O)c1cccc(C(=O)OCC(=O)N2c3ccccc3NC(=O)C2(C)C)c1	10	2	-7	1.5	-4	-1	6	3
O=S(=O)(c1ccccc1)N1CCN(c2cc(-c3ccccc3)nc3ncnn23)CC1	-69	0	-5	82*	1	-10	-1	12
COc1ccccc1N1CC(C(=O)NC2CCCCCC2)CC1=O (configuration not stated)	4	-4	0	-1.1	-9	-6	7	7
O=C1C2CCCN2C(=O)N1CCCCN1CCN(c2cccc(Cl)c2)CC1 (configuration not stated)	15	-5	-13	0.3	-12	8	-7	-5
FC(F)Oc1ccc(NC(=S)NCc2cccnc2)cc1	15	0	-4	-4.6	-3	-1	13	-2
Cc1nnc(SCC(=O)N(C(C)C)C(C)C)nc1C	1	2	4	-1.3	-6	-12	-10	-14
CCNC(=S)NCc1ccc(Cl)cc1	19	2	-11	-1.8	-2	-9	-4	-4
CN1C(=O)C(O)(CC(=O)c2ccc(F)cc2)c2cc(Br)ccc21 (configuration not stated)	1	0	0	-1.5	-1	-6	-4	3
CCCCNC(=O)[C@H]1C[C@H]1[C@@H](O)[C@H](CO)NC(=O)[C@H](CC(C)C)NC(=O)OC(C)(C)C	10	1	17	-0.8	-8	2	15	-9
COc1ccccc1Nc1nc(N)nc(CN2CCCCC2)n1	33	2	-1	-0.8	-7	-9	0	-4
CCC(=O)Nc1cc(-c2nn(C)c(=O)c3ccccc23)ccc1N1CCCCC1	-172	1	6	-12	3	-4	-2	-6
COCC1CCN(Cc2cn[nH]c2-c2ccc(OC)c(F)c2)C1 (configuration not stated)	4	0	1	3.3	-8	-4	-8	-16
CC(C)Cn1c(SCC(=O)N2CCCc3ccccc32)nc2ccccc2c1=O	/	-1	-1	/	3	5	0	0
COc1ccc(NC(=O)C(=S)N2CCCC2)cc1	6	-2	-12	-0.5	-4	9	9	4
CC(C)Cn1c(SC(C)C(=O)Nc2ccc3c(c2)OCCO3)nc2ccccc2c1=O (configuration not stated)	16	-6	10	1.5	-3	49*	/	/
CC(=O)c1cccc(NC(=O)Oc2ccccc2)c1	9	-1	-11	-1.1	-8	-4	-5	-3
Cc1ccnc(NC(=O)c2ccc(Cl)c(S(=O)(=O)N3CCCCC3)c2)c1	4	0	6	0.4	-3	-7	11	13
C/C=C/C(=O)N1CC2(CC(c3cccc(NC(=O)/C(C)=C/C)c3)=NO2)C[C@H]1C(N)=O (some centres not stated)	-4	3	-2	3.0	-5	4	10	4
COc1ccccc1CNC(=O)c1ccc(-c2ccccc2)cc1	9	0	-3	4.9	-4	10	-5	0
Cc1ccc(Nc2nc(-c3cccs3)cs2)nc1	-57	24*	17	-1.0	8	0	43	93*

Ordered by length of the SMILES (ascending): part of the list above
SMILES	SENP8 block	NR3A LBD binder	PfG6PD inh	MPTP block	HKDC1 inh	ATG4B inh	SENP7 inh	SENP6 block
CCC(=O)Nc1cc(-c2nn(C)c(=O)c3ccccc23)ccc1N1CCCCC1	-172	1	6	-12	3	-4	-2	-6
CC(C)Cn1c(SC(C)C(=O)Nc2ccc3c(c2)OCCO3)nc2ccccc2c1=O (configuration not stated)	16	-6	10	1.5	-3	49*	/	/
C/C=C/C(=O)N1CC2(CC(c3cccc(NC(=O)/C(C)=C/C)c3)=NO2)C[C@H]1C(N)=O (some centres not stated)	-4	3	-2	3.0	-5	4	10	4

Further compounds
SMILES	SENP8 block	NR3A LBD binder	PfG6PD inh	MPTP block	HKDC1 inh	ATG4B inh	SENP7 inh	SENP6 block
N#Cc1ccccc1S(=O)(=O)Nc1ccc2c(c1)C(=O)OC2	20	2	-9	1.7	-1	3	3	-24
CCOC(=O)C1CCN(C(=O)COC(=O)CN(C)S(=O)(=O)c2ccc(NC(C)=O)cc2)CC1	0	10*	0	-0.1	-6	1	-5	-9
OC(CON=C1c2ccccc2-c2ccccc21)CN1CCNCC1 (configuration not stated)	8	1	3	-0.1	0	-4	11	10
COC(=O)c1ccc(SCC(=O)NC2CCCCC2)c([N+](=O)[O-])c1	6	0	-17	3.9	17	7	3	-14
CC(=O)Nc1ccc(NC(=O)C(C)OC(=O)CNS(=O)(=O)c2ccc(Br)cc2Cl)cc1 (configuration not stated)	7	0	-11	1.0	5	5	8	2
Clc1cccc(C2Nc3cccc4cccc(c34)N2)c1Cl	11	-5	25	1.2	9	32	20	30
O=C(CSC1=N/C(=C/c2ccco2)C(=O)N1c1ccc(OC(F)F)cc1)NC1CCS(=O)(=O)C1 (configuration not stated)	-14	0	8	-1.5	-2	-6	2	-13
COc1cc(C2c3c([nH]c(=O)[nH]c3=O)Nc3ccc4ccccc4c32)ccc1O (configuration not stated)	-436	27*	-8	-1.9	-1	1	-6	-15
CCOC(=O)NNC1CC(=O)N(c2ccccc2)C1=O (configuration not stated)	12	1	-4	-0.1	-12	2	6	11
CCOc1ccc(S(=O)(=O)N2CCN(S(=O)(=O)c3ccc(C)c(C)c3)CC2)cc1	23	-1	-7	-0.2	-7	-7	-2	26
COc1ccccc1NC(=S)NC(=O)CCCOc1ccc(Cl)cc1Cl	13	6	10	6.2	-2	-6	3	2
CC(C)N(Cc1ccccc1)C(=O)COC(=O)C1CCCCC1	-7	0	9	-1.3	-4	-4	3	-2

In the list so far, these have a COOH group:
SMILES	SENP8 block	NR3A LBD binder	PfG6PD inh	MPTP block	HKDC1 inh	ATG4B inh	SENP7 inh	SENP6 block
Cc1ccc(CSCc2ccc(C(=O)O)o2)cc1	4	0	-23	-0.5	-1	-2	-2	-11
C#CCOCCOCCOCCNc1nc(N2CCN(C(=O)[C@H](CCC(=O)O)n3cc([C@@H](N)[C@H](C)CC)nn3)CC2)nc(N2CCN(C(=O)[C@H](CCC(=O)O)n3cc([C@@H](N)CC(N)=O)nn3)CC2)n1	4	1	6	-0.2	-2	-8	5	-7

New compounds follow
SMILES	SENP8 block	NR3A LBD binder	PfG6PD inh	MPTP block	HKDC1 inh	ATG4B inh	SENP7 inh	SENP6 block
COc1ccc(N=Cc2c(O)c3ccccc3n2C(C)=O)cc1	-91	-1	29	1.3	9	3	2	33
CC1CCc2sc(C(=O)Nc3ccc(C(N)=O)cc3)cc2C1 (configuration not stated)	-87	10	18	1.8	3	-14	-7	3
Cc1ccc(S(=O)(=O)N2C[C@@H]3CCCC[C@@H]3[C@@H](C)[C@H]2c2cn(Cc3ccccc3)c3ncccc23)cc1	-8	-1	15	0.0	-2	3	8	/
COCCn1cnc2c1c(=O)n(CC(=O)O)c(=O)n2Cc1ccccc1	2	0	-4	-0.1	-7	-5	4	-5
CCc1ccc(OCCOCC(O)CN2CCN(Cc3ccc(Cl)cc3)CC2)cc1 (configuration not stated)	4	-3	7	3.6	-9	-11	6	3
Cc1cc2c(N=NC(=O)CCc3ccccc3)c(O)[nH]c2cc1Br	29	5	-7	11	6	-12	-2	2
Cc1cccc(C(=O)NCC(=O)OCC(=O)c2cc(C)n(CC3CCCO3)c2C)c1 (configuration not stated)	6	0	2	0.0	-9	5	6	-20
Clc1ccc(Cc2noc(Cc3ccccc3)n2)cc1Cl	-1	2	12	1.0	6	11	-1	-4
C=C(C)c1cccc(C(C)(C)NC(=O)Nc2ccc(OC)cc2)c1	23	-2	-5	6.9	-5	-1	7	20
CCN(C(=O)COC(=O)c1cc2c(s1)CCCCC2)C1CCS(=O)(=O)C1 (configuration not stated)	18	-1	-10	-0.2	-1	2	2	-3
CCC(CC)C(=O)Nc1cccc(/C(C)=N/NC(=O)c2ccccc2Cl)c1	1	5	17	2.5	1	-11	4	8
CC(C)C(=O)N1CCN(c2ccccc2NC(=O)c2ccc([N+](=O)[O-])o2)CC1	22	-3	9	-0.7	3	-6	15	16
Cc1cc(Cn2nnnc2-c2ccncc2)cc(C)c1O	14	-2	-9	0.2	-5	1	12	1
O=C(O)C1CC1C(=O)N1CCN(c2ccc(Cl)c(Cl)c2)CC1 (configuration not stated)	19	0	-8	-0.3	1	-12	-5	-4
COc1ccc(OC)c(-c2csc(N(Cc3ccco3)C(=O)c3cccs3)n2)c1	11	4	-3	0.6	-2	57*	7	-4
Cc1cc(N2C(=O)C(=O)/C(=C(/O)c3ccccc3)C2c2cccs2)no1 (configuration not stated)	9	3	-7	-3.3	9	-4	-3	-16
